KLK7 zymogen act: activators of human kallikrein-7 zymogen; purified proKLK7, EDANS-DABCYL substrate fluorescence; 100% is mature enzyme control, 0% vehicle; activation, % at 7 µM; 0.9% of 370,000 active;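 active = activation above the mean of all tested compounds plus 3 SD, computed per campaign excluding outliers beyond control limits, cut at about 13% in these data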
Target sequence (P49862 whole entry, looked up): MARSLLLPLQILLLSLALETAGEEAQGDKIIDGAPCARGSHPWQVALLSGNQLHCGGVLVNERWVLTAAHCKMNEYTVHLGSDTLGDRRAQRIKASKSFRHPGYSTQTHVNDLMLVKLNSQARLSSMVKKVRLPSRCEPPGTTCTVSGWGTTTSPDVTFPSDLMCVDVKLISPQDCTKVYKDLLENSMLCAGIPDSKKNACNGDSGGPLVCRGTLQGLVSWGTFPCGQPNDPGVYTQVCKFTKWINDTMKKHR
DAX1 inh-1: DAX1 (NR0B1) inhibition, primary screen | 1.1% of 370,000 active | inhibition, % at 6.8 µM | AID 652010 | HEK293T StAR-luciferase reporter, SF-1/DAX-1 repression relief;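 active = inhibition above the mean over all tested compounds plus 3 SD, cut at about 3.6% in these data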;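 note: 0% = DAX-1 cells with DMSO and 100% = cells lacking DAX-1 with DMSO; higher inhibition means more luminescence from relief of DAX-1 repression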
DAX1 inh-2: inhibitors of human orphan nuclear receptor DAX1 (NR0B1); P51843; AID 504766; inhibition, % at 6.75 µM; HEK293 Gal4-DAX1 luciferase reporter, luminescence; 0.99% of 340,000 active;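 active = inhibition above the mean over all tested compounds plus 3 SD, cut at about 4.2% in these data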;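 note: 0% = DAX1-transfected cells with DMSO and 100% = empty-vector control cells with DMSO; inhibition shows as a rise in luminescence from relieved DAX1 repression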
Target sequence (P51843 207-470 limits assumed): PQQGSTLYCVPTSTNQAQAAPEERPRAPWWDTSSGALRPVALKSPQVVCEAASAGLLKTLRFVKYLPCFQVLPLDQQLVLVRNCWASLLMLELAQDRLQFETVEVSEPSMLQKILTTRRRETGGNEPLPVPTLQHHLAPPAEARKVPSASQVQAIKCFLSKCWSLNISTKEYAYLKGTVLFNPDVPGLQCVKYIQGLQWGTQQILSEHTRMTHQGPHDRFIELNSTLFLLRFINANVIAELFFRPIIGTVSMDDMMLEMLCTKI
GC-B act: GC-B (human) receptor activation; P20594; HEK293-GC-B cells, CNP EC30, cGMP TR-FRET; 0% at EC30 CNP, 100% saturating CNP; activation, % at 10 µM; 0.11% of 370,000 active;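 active = activation at 10 µM reaching about 35% in either raw or pattern-adjusted values, limit read from the data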
hgDAF12 agonist: agonists of H. glycines DAF-12 nuclear receptor; activation, % at 6.8 µM; HEK293 GAL4-hgDAF12 UAS-luciferase reporter, agonist luminescence; normalized to butyrate control; AID 687014; 1.8% of 370,000 active;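 active = activation above a cutoff set at the mean of all screened compounds plus 3 SD, cut at about 10% in these data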;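 note: 0% = DMSO wells and 100% = sodium butyrate wells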
FXN GAA850 act: increases GAA850 frataxin promoter reporter activity; activation, % at 6 µM; AID 540364; HEK293 lucGAA850 FXN promoter luciferase reporter, 24 h; percent of 10 µM SAHA response; 0.56% of 360,000 active;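 active = activation above the average of all compounds screened plus 3 SD, cutoff fixed separately per campaign, cut at about 7.5% in these data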;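 note: 0% = DMSO wells and 100% = 10 µM SAHA wells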
ssDAF-12 act: activates DAF-12 receptor from parasite S. stercoralis; activation, % at 6.8 µM; 1% of 370,000 active; HEK293 ssDAF-12/GRIP1 lit1-tk-luc reporter, luminescence; % of 3 µM dafachronic acid response;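 active = activation above the mean over all tested compounds plus 3 SD, cut at about 0.9% in these data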;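 note: 0% = DMSO-only wells and 100% = 3 µM delta7-dafachronic acid wells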
HGIII-sPLA2 inh: Blocks human group III sPLA2 activity; QFRET BODIPY PC-A2 liposome hydrolysis, fluorescence; 0.56% of 370,000 active; inhibition, % at 12.2 µM;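 active = inhibition above mean plus 3 SD of compounds lying within the high and low control bounds, cut at about 19% in these data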;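 note: 0% = median of test compound wells and 100% = no enzyme DMSO wells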
GC-A act: GC-A (human) enzyme activation | HEK293 GC-A cells, cGMP TR-FRET, EC30 ANP; 0% at EC30 ANP, 100% saturating ANP | 0.14% of 370,000 active | AID 1671463 | activation, % at 10 µM; in the data active = activation above about 40%
SMARCA2 activ: increases SMARCA2 function in MMTV reporter cells. activation, % at 9.1 µM. MG213 cells, MMTV-luciferase reporter, dexamethasone, overnight. 1% of 370,000 active; in the data active = activation above about 7.8%;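 note: 0% = vehicle wells and 100% = reference activator wells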
hcDAF-12 act: activators of H. contortus DAF-12 nuclear receptor; HEK293 hcDAF-12 lit1-tk-luc reporter, luminescence; 0% DMSO, 100% Δ7-dafachronic acid; activation, % at 6.8 µM; 1.4% of 370,000 active;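 active = activation above the mean of all tested compounds plus 3 SD, cut at about 5.5% in these data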;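 note: 100% = response to 3 µM Δ7-dafachronic acid high control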
* = called active by the depositor; · = no result given. Random draw from the library; about 6.7% have a hit in one of these screens.

#	structure	KLK7 zymogen act	DAX1 inh-1	DAX1 inh-2	GC-B act	hgDAF12 agonist	FXN GAA850 act	ssDAF-12 act	HGIII-sPLA2 inh	GC-A act	SMARCA2 activ	hcDAF-12 act
1	COc1ccc2nc(SC(C)C(=O)NCC(=O)Nc3ccc(F)c(F)c3F)[nH]c2c1 (stereo not given)	-0.2	0.8	0.5	0	-0.4	0.2	-1.1	-5	1	3	0.4
2	CCCCOCCCNC(=O)C[C@H]1C[C@@]2(C(=O)OCC)CCCC3=C2N(CCC3)C1=O	0.7	0.2	·	2	-1.0	·	0.0	2	0	2	-1.0
3	O=C(CC1C(=O)NCCN1Cc1ccc(F)cc1)NCCCn1cccn1 (stereo not given)	-0.2	-0.5	-1.0	4	-0.8	3.8	-1.3	7	-1	-4	-2.3
4	Nc1ccc(C(=O)Nc2cccc(N)c2)cc1	0.4	0.7	1.0	-1	2.5	3.1	-1.0	6	0	2	0.3
5	CCOc1ccc2[nH]c(=O)c(CN(Cc3cccs3)C(CC)c3nnnn3C(C)(C)CC)cc2c1 (stereo not given)	-0.1	-0.3	-0.2	-4	1.1	2.6	-0.7	2	-4	-1	-0.5
6	O=C(CCc1nnc2ccc(NCc3ccco3)nn12)N1CCN(c2ccc(F)cc2)CC1	0.6	-0.2	1.0	-4	-0.8	3.6	-0.9	0	-3	-2	-1.6
7	CC(C)C[C@@H](CN1CCC[C@@H]1CN1C(=O)C(=O)NC[C@@H]1Cc1ccccc1)N1C[C@H](Cc2ccccc2)N(CC2CCCCC2)C(=O)C1=O	-0.1	0.3	·	4	-0.7	·	-0.7	0	-2	-1	-0.8
8	O=C1CCN(C(=O)c2ccccc2)C2CCCCC12 (stereo not given)	0.6	-0.1	1.2	0	0.8	2.4	-1.3	4	2	-1	-1.6
9	CCOc1ccccc1NS(=O)(=O)c1cn(C)nc1C	-0.7	-0.1	-1.1	-2	3.9	3.4	-1.6	-3	5	3	-0.8
10	CCOC(=O)c1cnc2cc(-c3ccc(C(C)(C)C)cc3)nn2c1N	0.4	-0.2	0.0	3	-0.6	0.1	-0.8	8	3	0	-1.3

Reprinted from the listing, 2 compounds:
#	structure	KLK7 zymogen act	DAX1 inh-1	DAX1 inh-2	GC-B act	hgDAF12 agonist	FXN GAA850 act	ssDAF-12 act	HGIII-sPLA2 inh	GC-A act	SMARCA2 activ	hcDAF-12 act
9	CCOc1ccccc1NS(=O)(=O)c1cn(C)nc1C	-0.7	-0.1	-1.1	-2	3.9	3.4	-1.6	-3	5	3	-0.8
10	CCOC(=O)c1cnc2cc(-c3ccc(C(C)(C)C)cc3)nn2c1N	0.4	-0.2	0.0	3	-0.6	0.1	-0.8	8	3	0	-1.3

Other entries follow.
#	structure	KLK7 zymogen act	DAX1 inh-1	DAX1 inh-2	GC-B act	hgDAF12 agonist	FXN GAA850 act	ssDAF-12 act	HGIII-sPLA2 inh	GC-A act	SMARCA2 activ	hcDAF-12 act
11	O=C(NCCCc1nc2ccccc2[nH]1)c1ccco1	-0.5	2.5	0.2	2	2.9	1.3	0.9	1	-2	-2	4.2
12	Cc1cc(C)c(NC(=O)CSc2nc(=O)n(CCN3CCOCC3)c3c2CCCC3)c(C)c1	0.6	-0.4	0.8	-1	-1.3	-1.0	-0.1	2	-1	-1	1.0
13	C#CCN(CC(=O)OCC)S(=O)(=O)CCNC1CC1	1.2	-0.5	·	-3	-2.3	·	-0.8	2	-2	-3	-1.6
14	COc1ccc(OC)c(C(=O)c2ccc(C(=O)c3cc(OC)ccc3OC)cc2)c1	-0.8	0.8	-0.6	4	1.0	0.4	-1.4	-6	3	2	1.6
15	COc1ccc(OC)c(C2=NS(=O)(=O)N(C)C(C(=O)NCc3cccs3)=C2)c1	0.1	-0.7	0.6	0	0.4	0.3	-0.9	-5	2	-1	1.6
16	COc1ccccc1C(C)NC(=O)C1CCN(S(=O)(=O)c2cccs2)CC1 (stereo not given)	-1.1	-0.7	0.8	-2	-1.6	-2.9	-0.6	9	-2	0	-1.8
17	CCCOc1ccc(N2C(=O)CC(N(CCc3ccc(OC)cc3)C(=O)c3ccccc3)C2=O)cc1 (stereo not given)	0.3	-0.6	1.3	-3	0.3	-0.2	-2.3	-11	2	-1	-2.2
18	C=C(C)C(=O)NNc1ccccc1	0.4	0.8	-0.7	5	4.2	1.5	-0.5	4	0	2	0.7
19	Cc1cc(C)c2cc(CN(CCO)C(=O)NC3CCCCC3)c(=O)[nH]c2c1	1.2	0.6	-1.5	8	0.2	1.7	-1.6	-4	-4	-1	-0.6
20	COc1ccccc1N1CCN(C(=O)c2c(-c3ccccc3Cl)noc2C)CC1	-0.5	0.2	-0.7	-3	-3.2	2.0	-1.4	-1	-4	1	-1.5
21	CCN(CC)c1ccc(S(=O)(=O)N2CCOCC2)cc1NC(=O)CN1CCc2ccccc2C1	0.2	-0.4	-0.5	7	-1.6	-3.4	-2.5	-12	-5	0	0.2
22	CCOC(=O)C1(Cc2cccc(F)c2)CCN(CC2CC2)CC1	0.0	-0.2	3.1	4	0.8	2.3	-0.8	-8	-6	0	-1.3
23	Cc1ccc2[nH]c(=O)c(CNS(=O)(=O)c3ccccc3)c(-c3ccccc3)c2c1	-0.4	0.2	-1.4	-1	-3.8	0.5	-1.8	-26	-8	-2	-3.0
24	COc1ccccc1Nc1ccc(C(=O)O)cc1[N+](=O)[O-]	-0.7	-0.7	-1.1	-6	0.4	1.5	-1.3	2	-1	3	0.4
25	CCOC(=O)c1cc(-c2nnc(-c3cc(OC)c(OC)c(OC)c3)o2)c(C)nc1C	-0.1	0.1	0.0	16	-0.9	1.2	-1.1	-1	10	-1	-1.4
26	CCCN(CCC)C(=O)CSc1nc2ccccc2c(=O)n1CC1COc2ccccc2O1 (stereo not given)	-0.1	0.6	-0.1	1	-1.7	0.6	-1.5	-1	2	-3	-0.3
27	CCOC(=O)CN1c2ccccc2NC(=O)CC1C (stereo not given)	0.5	-0.9	1.1	7	1.2	0.5	-0.7	-5	3	0	1.9
28	CCOC(=O)c1ccc(Nc2cnc3ccccc3n2)cc1	-0.4	2.8	2.8	2	7.7	4.5	0.3	-3	6	1	-0.1
29	O=C(NC1CC1)c1cc(-c2ccccn2)nc2ccccc12	-0.2	-0.2	0.1	-6	0.6	-0.6	-0.9	-6	3	-3	0.7
30	O=C1c2cccc(OCC(=O)N3CCCc4ccccc43)c2CCN1Cc1ccc(Br)cc1	0.2	-2.3	-1.9	4	-4.4	1.7	-2.5	-16	3	-3	-3.7
31	CCCN1CCN(CCCNC(=O)C2CCCN(c3nc4ccc(OCC)cc4s3)C2)CC1 (stereo not given)	0.2	1.2	1.4	-2	-2.1	0.1	-1.4	-6	1	1	-0.7
32	Cc1nn2c(C(F)(F)F)cc(-c3ccc(Cl)cc3)nc2c1C(=O)N1CCOCC1	-0.2	-0.1	1.9	13	-0.5	2.4	-0.9	4	9	0	2.6
33	CCN(CC)c1ccc(C=Nc2ccc(C#N)cc2)c(O)c1	-5.3	0.1	0.5	5	-2.4	0.4	-1.2	1	4	0	-2.3
34	CS(=O)(=O)N(Cc1ccccc1F)c1ccccc1	-0.1	-0.3	-0.9	-1	1.8	1.6	-1.1	-3	1	-3	-1.3
35	Cc1ccccc1C(=O)NNC(=O)C(=O)N1CCCCC1	-0.1	0.1	1.1	0	-1.7	3.0	-0.4	0	0	0	2.8
36	Cc1sc2ncn(CC(=O)NC3CCCCC3)c(=O)c2c1C	0.0	-1.1	-0.6	0	0.2	-0.2	-1.5	-3	-1	4	0.3
37	CCOC(=O)Cc1csc(NC(=S)NC(=O)c2ccc(C)cc2)n1	0.1	-0.6	-2.0	5	-3.4	-6.9	-1.6	11	3	-10	-3.7
38	O=C1OCC2=C1C(c1ccc3c(c1)OCO3)Sc1ccccc1N2 (stereo not given)	0.0	-1.1	-1.1	-8	-1.6	-3.2	-1.3	-24	-17	-5	-1.9
39	NC(=O)C1CCN(C(=O)c2cc(-c3ccc(Cl)s3)nc3ccccc23)CC1	4.3	0.1	-0.5	1	-3.4	0.6	-1.2	-8	-2	-2	1.9
40	COc1ccc(Cc2nnc(Nc3ccc4c(c3)OCCO4)[nH]c2=O)cc1	0.2	-0.9	-0.5	-8	1.6	-2.7	-1.3	3	-3	-2	-1.2
41	C=CCn1c(SCc2c(F)c(F)c(F)c(F)c2F)nc(O)cc1=O	0.1	1.1	-1.2	3	-0.8	-0.5	-1.3	-6	0	-2	-0.6
42	CC(C)CC(c1nnnn1Cc1cccs1)N1CCN(c2nc3ccccc3s2)CC1 (stereo not given)	0.4	-0.4	1.6	-9	1.6	-0.3	-1.4	11	-5	-2	-0.5
43	O=C(CSc1nc2ccccc2[nH]1)N/N=C/C=C/c1ccccc1[N+](=O)[O-]	0.2	-0.4	1.0	1	1.3	1.6	-1.0	-1	-4	-2	2.4
44	CCOC(=O)c1cc(NC(=O)c2ccoc2C)cc(C(=O)OCC)c1	0.4	-2.4	-0.7	4	-1.5	-2.4	-1.8	-15	5	-1	-0.8
45	Cc1ccc(-n2ncc3c(SCC(N)=O)ncnc32)cc1C	-0.5	1.9	4.3*	-5	7.6	-4.0	-0.4	3	11	2	4.5
46	CN(C(=O)CSc1nc2ccccc2o1)C1CCS(=O)(=O)C1 (stereo not given)	-0.4	1.9	1.2	-2	0.5	3.1	-1.0	8	0	-1	2.0
47	CC(C)c1ccc2oc(-c3ccc(N)cc3)nc2c1	-1.3	2.4	-1.7	-11	7.7	1.4	0.6	-18	-10	2	12*
48	CCOC(=O)c1cc(-c2ccccc2)sc1NC(=O)C(C)OC(=O)c1cccnc1OCC (stereo not given)	0.8	1.0	2.6	-2	-1.1	-1.1	-1.1	-8	1	1	-1.3
49	O=C(C1CCN(c2nnc(N3CCCC3=O)s2)CC1)N1CCN(Cc2ccc3c(c2)OCO3)CC1	0.3	0.3	-0.5	-12	-0.8	0.0	-1.0	-9	7	-1	-0.8

Assay outcomes as filed in PubChem.
